proCasp3 act: procaspase-3 (human) activation | actives 0.11% (n = 330,000) | activation, % at 8.5 µM | recombinant procaspase-3 D3A, Ac-DEVD-pNA absorbance 405 nm | P42574;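 active means activation above the mean of all tested compounds plus 3 SD, cut at about 21% in these data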;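 further: 0% = DMSO alone and 100% = DMSO wells spiked with extra 5 µM PC-3 D3A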
Target sequence (P42574 whole entry D9A/D28A/D175A): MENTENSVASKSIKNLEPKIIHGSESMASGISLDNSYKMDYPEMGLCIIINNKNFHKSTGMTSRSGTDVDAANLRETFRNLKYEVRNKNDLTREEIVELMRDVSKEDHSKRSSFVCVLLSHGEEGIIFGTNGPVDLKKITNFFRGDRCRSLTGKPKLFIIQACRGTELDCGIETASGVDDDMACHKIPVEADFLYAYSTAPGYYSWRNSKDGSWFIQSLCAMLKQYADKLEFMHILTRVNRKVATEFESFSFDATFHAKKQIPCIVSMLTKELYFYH
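Technique: 405 nm absorbance of p-nitroaniline, reads at 0 and 120 min; Test system: Procaspase-3 D3A mutant; Incubation: 1 h enzyme-compound preincubation, then 2 h substrate reaction, 25 °C; Repeats: singlicate, each compound tested once; Benchmarks: low control DMSO wells, high control DMSO plus 5 µM PC-3 D3A.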
CIT2 TOR yeast: alters CIT2-GFP fluorescence in TOR pathway yeast screen | S. cerevisiae CIT2-GFP strain, flow cytometry, 3 h; 100 means same as DMSO wells | GFP response vs DMSO, % at 10 µM | actives 0.065% (n = 320,000) | AID 2029;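 active means GFP response relative to DMSO above a set limit, near the screen mean plus 3 SD, cut at about 150% in these data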;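 further: ratio of well median GFP fluorescence to mean of DMSO wells on the plate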
LAP4 TOR yeast: yeast TOR pathway LAP4-GFP modulation. S. cerevisiae LAP4-GFP multiplex, flow cytometry GFP, 3 h; median GFP as percent of DMSO wells. actives 0.34% (n = 320,000). AID 2023. GFP response vs DMSO, % at 10 µM;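 active means GFP response vs DMSO above a set limit, about the screen mean plus 3 SD, cut at about 150% in these data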
AHR act: activates the human aryl hydrocarbon receptor; AHR-responsive luciferase reporter cells, luminescence; P35869; AID 2796; activation, % at 5 µM; actives 2.5% (n = 320,000); in the data active means activation above about 47%;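 further: 0% = vehicle wells and 100% = reference agonist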
AGP1-GFP MLPCN: yeast TOR pathway AGP1-GFP modulation; S. cerevisiae AGP1-GFP multiplex flow cytometry, 3 h; GFP as percent of DMSO wells; actives 0.02% (n = 320,000); GFP response vs DMSO, % at 10 µM;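 active means GFP response relative to DMSO above a set limit, near screen average plus 3 SD, cut at about 150% in these data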;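 further: median GFP channel fluorescence of the gated AGP1 strain per well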
procasp7 counter: counter-screen: procaspase-7 (human) activation | actives 0.093% (n = 330,000) | recombinant procaspase-7, Ac-DEVD-pNA absorbance 405 nm; D23A/D198A/D206A triple mutant, cannot self-cleave; scale: DMSO 0, 5 µM enzyme 100 | AID 463210 | P55210 | activation, % at 8.5 µM;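 active means percent activation above the screen-wide mean plus 3 SD, cut at about 25% in these data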
Target sequence (P55210 whole entry D23A/D198A/D206A): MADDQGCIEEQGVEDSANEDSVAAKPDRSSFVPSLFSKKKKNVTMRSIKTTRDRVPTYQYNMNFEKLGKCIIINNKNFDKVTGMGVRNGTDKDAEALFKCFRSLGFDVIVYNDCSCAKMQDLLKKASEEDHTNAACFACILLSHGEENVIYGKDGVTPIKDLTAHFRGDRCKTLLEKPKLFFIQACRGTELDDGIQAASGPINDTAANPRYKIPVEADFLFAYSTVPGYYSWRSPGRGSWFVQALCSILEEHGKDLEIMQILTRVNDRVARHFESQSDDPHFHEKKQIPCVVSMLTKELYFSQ
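Assay system: Uncleavable procaspase-7 mutant enzyme / Input: 2 µM procaspase-7 mutant as dispensed / Dosing: single nominal 8.5 µM compound dose, 0.8% DMSO final / Timing: 1 h enzyme–compound preincubation and 2 h substrate reaction, both 25 °C / Detection: p-Nitroaniline absorbance at 405 nm, read at 0 and 120 min / Replication: singlicate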
RPL19A TOR yeast: yeast TOR pathway RPL19A-GFP modulation; S. cerevisiae RPL19A-GFP strain, flow cytometry, 3 h; hits give low values; percent response vs DMSO, % at 10 µM; actives 0.3% (n = 330,000); AID 2025;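 active means percent response vs DMSO below 50%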;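 further: median channel GFP fluorescence of the barcoded RPL19A-GFP strain; ratio of sample median GFP to plate DMSO average so 100% = DMSO; lower means less RPL19A-GFP as with rapamycin TOR inhibition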
MEP2-GFP yeast: modulators of TOR pathway MEP2-GFP in S. cerevisiae; S. cerevisiae MEP2-GFP strain, flow cytometry GFP, 3 h; 100% = DMSO control level; GFP response vs DMSO, % at 10 µM; actives 0.51% (n = 330,000);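 active means GFP response versus DMSO above a set limit, roughly screen mean plus 3 SD, cut at about 180% in these data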;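 further: median GFP fluorescence of the barcode-gated MEP2-GFP cells per well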
Active calls of the source: *; · = no result given. Rows were taken by chance. Share with any hit: about 3.5%.

SMILES	proCasp3 act	CIT2 TOR yeast	LAP4 TOR yeast	AHR act	AGP1-GFP MLPCN	procasp7 counter	RPL19A TOR yeast	MEP2-GFP yeast
CCCc1c(C(=O)N2CCN(c3ccccc3OC)CC2)cnn1-c1ccccc1	-3	104	97	2	103	0	101	101
CCOC(=O)c1c(C)[nH]c(C(=O)COC(=O)c2[nH]c(C)c(C(C)=O)c2C)c1C	4	113	110	4	108	2	103	107
CC(C)(C)n1nc2c(c1NC(=O)c1cc3ccccc3o1)CS(=O)(=O)C2	-1	100	102	24	101	-4	97	95
S=c1nc(-c2ccccc2Br)[nH][nH]1	1	93	94	5	101	-20	99	96
COc1ccc(S(=O)(=O)N2CCCC2CNC(=O)C(=O)NCc2ccccc2Cl)cc1 (stereo unspecified)	-7	84	96	-2	100	1	88	92
Cc1c(C(=O)Nc2ccccc2C(=O)N2CCCC2)cccc1[N+](=O)[O-]	-13	87	94	0	93	5	97	92
Cc1ccc(C(=O)Nc2nc3c(s2)CCCC3)o1	0	103	109	19	102	1	101	101
CCc1nnc2sc(-c3ccc(NC(=O)CSc4ccc(Cl)cc4)cc3)nn12	-1	88	89	2	·	8	88	90
Cc1ccc(NC(=O)CCC(=O)OCCCC(F)(F)C(F)(F)F)cc1	6	100	106	1	102	-1	98	105
CCC(=O)c1cn(CC(=O)Nc2ccccc2F)c2ccccc12	3	98	81	9	92	10	103	104
CC1CCCN(C(=O)c2cc(N3C(=O)C4C5CCC(C5)C4C3=O)ccc2Cl)C1 (stereo unspecified)	4	93	94	0	92	4	95	94
CCOc1ccc(OCCOCCOc2c(Cl)cccc2Cl)cc1	0	111	97	6	107	16	106	106
CC(=O)NN1C(=O)c2ccccc2NC1c1cccc([N+](=O)[O-])c1 (stereo unspecified)	2	99	101	1	100	9	103	103
COc1ccc(/C=N/N=C2/C(=O)Nc3ccccc32)cc1O	1	115	108	8	117	4	107	101
CC1(C)CC(=O)C(CS(=O)(=O)c2ccccc2)=C(Cl)C1	2	100	118	-6	101	-6	103	104
CC(C)c1cc(-c2cc(C(=O)Nc3ccccc3)on2)nc(NC2CCCC2)n1	8	88	110	0	88	16	97	90
CCNC(=O)C(=O)NCCC1CCCCN1S(=O)(=O)c1cccs1 (stereo unspecified)	10	98	105	-1	104	2	97	103
O=C(O)c1ccc(/C=N/NC(=O)c2ccc3c(c2)OCCO3)cc1	4	93	84	4	91	2	91	81
O=C(Nc1ccc(N2CCOCC2)nc1)c1ccc(Cl)cc1	2	94	94	-6	85	5	92	95
O=C(O)CCc1ccc(-c2ccccc2)n1CC(=O)O	3	98	98	-1	104	7	102	102
COc1ccc(C(=O)Nc2ccccc2SCc2cc(=O)n3nc(C)sc3n2)cc1OC	10	108	101	-1	113	7	101	103
Cc1onc(-c2c(Cl)cccc2Cl)c1C(=O)O/N=C(\C#N)c1c(Cl)cccc1Cl	-2	101	108	1	99	10	96	102
O=C(Nc1sc2c(c1C(=O)NC1CC1)CCCCCC2)c1ccco1	-2	108	111	3	116	-4	113	112
O=C(Nc1ccc(F)c([N+](=O)[O-])c1)c1cccs1	9	83	125	0	96	13	96	93
COc1cc(NC(=O)CSc2ncnc3sc4c(c23)CCC(C)C4)c(C(=O)O)cc1OC (stereo unspecified)	-3	112	97	2	97	8	110	104

Among those listed so far, these have an aryl thioether with sulfur outside any ring.
SMILES	proCasp3 act	CIT2 TOR yeast	LAP4 TOR yeast	AHR act	AGP1-GFP MLPCN	procasp7 counter	RPL19A TOR yeast	MEP2-GFP yeast
CCc1nnc2sc(-c3ccc(NC(=O)CSc4ccc(Cl)cc4)cc3)nn12	-1	88	89	2	·	8	88	90
COc1ccc(C(=O)Nc2ccccc2SCc2cc(=O)n3nc(C)sc3n2)cc1OC	10	108	101	-1	113	7	101	103
COc1cc(NC(=O)CSc2ncnc3sc4c(c23)CCC(C)C4)c(C(=O)O)cc1OC (stereo unspecified)	-3	112	97	2	97	8	110	104

(more compounds)
SMILES	proCasp3 act	CIT2 TOR yeast	LAP4 TOR yeast	AHR act	AGP1-GFP MLPCN	procasp7 counter	RPL19A TOR yeast	MEP2-GFP yeast
Cc1ccc(C)n1NC(=O)c1ccccc1Cl	-4	99	97	-2	100	-14	94	106
O=C(c1ccc(F)cc1)c1cnc(Nc2ccccc2)s1	-8	103	116	-1	97	0	108	102
Cc1cccc(N2N=C(C(=O)N3CC(=O)Nc4ccccc43)CCC2=O)c1	11	97	105	15	103	15	102	102
CCCn1nc(C(=O)Oc2ccc3c(C)cc(=O)oc3c2)c2ccccc2c1=O	9	100	100	1	102	17	99	95
CCC(CC)C(=O)OCC(=O)Nc1cccc(S(=O)(=O)N(C)c2ccccc2)c1	3	109	121	2	107	-5	102	110
COCCOC(=O)C1=C(C)N(c2ccccc2)C(=O)NC1c1cccc([N+](=O)[O-])c1 (stereo unspecified)	5	85	93	7	92	6	96	89
CC1CCCN(S(=O)(=O)c2ccc(NC(=O)C3CC(=O)N(c4ccccc4)C3)cc2)C1 (stereo unspecified)	-2	97	83	2	94	-4	100	103
CC1Cc2nc(SCC(=O)c3ccccc3)n(Cc3ccccc3)c(=O)c2S1 (stereo unspecified)	-10	110	119	-1	112	5	105	98
NCCCC[C@H]1CNC(=O)C(=O)N1CCCCC1CCCCC1	1	97	96	2	101	-1	99	103
COc1ccc(C(=O)O)cc1S(=O)(=O)NCCc1ccccn1	-1	93	101	1	101	8	95	101
CCn1c(CNC(=O)c2ccco2)nnc1SCC(=O)Nc1cc(C)c(C)cc1Br	-11	·	104	0	109	-5	102	104
CCCc1nnc(NC(=O)CCC(=O)N2CCN(Cc3ccccc3)CC2)s1	3	101	95	-1	94	-8	96	100
CS(=O)(=O)N(CC(=O)Nc1ccc2c(c1)OCO2)c1ccc(Cl)cc1	6	90	94	42	96	2	96	93
O=C(O)CCc1ccc(-c2ccccc2)n1-c1ccc(C(=O)O)cc1	1	83	84	2	78	-5	106	110
C=C(C)C(=O)N1CC2(CC(c3cccc(NC(=O)/C(C)=C\C)c3)=NO2)C[C@H]1C(N)=O (stereo partly specified)	9	106	113	-3	94	-1	102	94
O=C(NC1CCCCC1)c1cccs1	4	100	102	2	106	-5	107	103
Cc1ccccc1N/N=C/c1sc(=O)n(Cc2cccc(C(=O)O)c2)c1Cl	-15	103	104	3	108	-32	100	108
CCN(CC)S(=O)(=O)c1ccc2oc(C(=O)NCCCN3CCOCC3)c(C)c2c1	8	104	92	0	98	2	97	95
CCn1ncc(/C=N\NC(=O)COc2cc(C)cc(C)c2)c1C	-1	108	94	5	103	11	105	99
COc1ccc(N(CC(=O)NCc2ccc3c(c2)OCO3)C(=O)CCC(=O)Nc2ccccn2)cc1	-1	102	95	4	99	6	110	106
O=C(CSc1ncn(-c2ccccc2)n1)c1cccs1	7	89	111	3	97	-3	98	100
COc1ccc([N+](=O)[O-])cc1-c1[nH]c(-c2ccc(C(=O)O)cc2)nc1-c1ccccc1	0	91	89	2	89	3	89	98
O=C(OC1CCOC1=O)c1ccc(-c2nc3ccccc3s2)s1 (stereo unspecified)	-4	85	106	6	94	8	98	95
Cc1c(N2C(=O)c3ccc(F)cc3C2=O)c(=O)n(-c2ccccc2)n1C	2	104	104	-2	101	10	98	97
COc1ccc2[nH]cc(CCN3C(=O)CCC3=O)c2c1	-5	104	119	1	102	5	105	106

2 neighbouring compounds out of the list so far, quoted:
SMILES	proCasp3 act	CIT2 TOR yeast	LAP4 TOR yeast	AHR act	AGP1-GFP MLPCN	procasp7 counter	RPL19A TOR yeast	MEP2-GFP yeast
Cc1c(N2C(=O)c3ccc(F)cc3C2=O)c(=O)n(-c2ccccc2)n1C	2	104	104	-2	101	10	98	97
COc1ccc2[nH]cc(CCN3C(=O)CCC3=O)c2c1	-5	104	119	1	102	5	105	106

(cont.)
SMILES	proCasp3 act	CIT2 TOR yeast	LAP4 TOR yeast	AHR act	AGP1-GFP MLPCN	procasp7 counter	RPL19A TOR yeast	MEP2-GFP yeast
COc1cc(OC)cc(C(=O)NCCNC(=O)c2ccccn2)c1	2	103	97	3	102	3	104	100
CCCOC(=O)Cc1n[nH]c(=O)[nH]c1=O	5	106	93	3	106	-11	100	99
Cc1ccc(CCC(=O)Nc2ccc(C)c(C)c2)o1	8	94	103	1	96	1	101	100
CC(C)CN(C(=O)CCCc1nc2ccccc2c(=O)[nH]1)c1c(N)n(Cc2ccccc2)c(=O)[nH]c1=O	-13	102	107	2	108	0	104	104
O=C(Cc1cn2ccsc2n1)Nc1ccccc1Oc1ccccc1	4	100	92	5	93	3	93	94
O=c1oc2ccccc2cc1-c1csc(NN=C2CCCC2)n1	-8	90	108	1	95	-1	104	110
CC(=O)n1nc(-c2cccnc2)nc1N	-1	103	98	5	99	2	97	99
CCc1ccn2cc(-c3cc(-c4ccccc4)no3)nc2c1	2	77	138	-13	86	-7	102	101
O=C(NCCCN1CCOCC1)c1ccc(N2CCOCC2)c([N+](=O)[O-])c1	-10	100	81	0	89	5	102	101
COc1ccc(NC(=O)c2oc3ccccc3c2NC(=O)COc2ccccc2OC)c(OC)c1	-10	111	104	23	107	5	104	106
CC[C@@H]1[C@H]2CCCC(=O)N3CC[C@@H](C[C@H]1O)[C@@H]23	-3	98	98	3	94	-4	96	112
Cc1ccc(S(=O)(=O)/N=C2\C=C(Nc3cccc(C(=O)O)c3)C(=O)c3ccccc32)cc1	-9	104	102	14	100	-4	105	103
Cc1cccc2cc(CN(CCN(C)C)C(=S)NCc3ccco3)c(=O)[nH]c12	-11	107	98	10	115	-3	107	98
COc1ccc(N2CCN(C(=O)c3ccc(S(=O)(=O)N4CCCC4)cc3)CC2)cc1	-1	99	101	-1	102	3	99	102

Entries of single compounds as entered above:
Shown for Cc1cccc2cc(CN(CCN(C)C)C(=S)NCc3ccco3)c(=O)[nH]c12 → proCasp3 act = -11; CIT2 TOR yeast = 107; LAP4 TOR yeast = 98; AHR act = 10; AGP1-GFP MLPCN = 115; procasp7 counter = -3; RPL19A TOR yeast = 107; MEP2-GFP yeast = 98
Shown for O=c1oc2ccccc2cc1-c1csc(NN=C2CCCC2)n1 → proCasp3 act = -8; CIT2 TOR yeast = 90; LAP4 TOR yeast = 108; AHR act = 1; AGP1-GFP MLPCN = 95; procasp7 counter = -1; RPL19A TOR yeast = 104; MEP2-GFP yeast = 110
